From PubChem BioAssay
TEAD-YAP inh: TEAD-YAP interaction inhibition | HEK-TIYL cells, TEAD-Gal4/YAP UAS-luciferase luminescence | inhibition, % at 9.12 µM | actives 1.4% (n = 640,000) | AID 1259422; in the data active = inhibition above about 32%;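 also: 0% = median of test compound wells and 100% = reference inhibitor wells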
MITF inh: inhibitors of human MITF; O75030; AlphaScreen MITF homodimerization, bead proximity signal; inhibition, % at 2.6 µM; actives 0.91% (n = 650,000); AID 1259374; in the data active = inhibition above about 50%;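 also: 0% = vehicle wells with protein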
Target sequence (O75030 whole entry, looked up): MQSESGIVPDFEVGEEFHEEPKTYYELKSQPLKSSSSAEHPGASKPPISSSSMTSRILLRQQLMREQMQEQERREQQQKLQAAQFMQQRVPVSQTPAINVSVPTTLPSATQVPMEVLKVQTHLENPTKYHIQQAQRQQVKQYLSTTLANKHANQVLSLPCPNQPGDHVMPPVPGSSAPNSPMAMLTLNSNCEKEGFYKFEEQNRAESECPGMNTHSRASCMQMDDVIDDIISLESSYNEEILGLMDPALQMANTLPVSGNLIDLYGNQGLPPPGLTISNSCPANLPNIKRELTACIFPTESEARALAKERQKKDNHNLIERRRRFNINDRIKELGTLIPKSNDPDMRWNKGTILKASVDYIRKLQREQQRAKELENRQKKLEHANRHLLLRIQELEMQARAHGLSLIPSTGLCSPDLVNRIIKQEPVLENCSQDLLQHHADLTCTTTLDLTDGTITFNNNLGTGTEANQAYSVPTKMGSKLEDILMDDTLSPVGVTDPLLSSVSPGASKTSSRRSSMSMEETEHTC
FBW7 activator: human FBW7 E3 ligase activation, primary screen; normalized activity (activation), % at 26.1 µM; actives 0.13% (n = 650,000); Q969H0; AlphaScreen FBW7–phospho-cyclin E peptide binding, activator screen; in the data active = normalized activity above about 1.9%;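 also: purified mutant Fbw7 with reduced substrate affinity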
GPR151 ag: activates the human receptor GPR151; activation, % at 11.2 µM; Q8TDV0; actives 1% (n = 650,000); PathHunter beta-arrestin GPR151 cells, luminescence; AID 1508602; in the data active = activation above about 4.9%;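 also: 0% = median of compound wells and 100% = cells with positive control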
Target sequence (Q8TDV0 whole entry, looked up): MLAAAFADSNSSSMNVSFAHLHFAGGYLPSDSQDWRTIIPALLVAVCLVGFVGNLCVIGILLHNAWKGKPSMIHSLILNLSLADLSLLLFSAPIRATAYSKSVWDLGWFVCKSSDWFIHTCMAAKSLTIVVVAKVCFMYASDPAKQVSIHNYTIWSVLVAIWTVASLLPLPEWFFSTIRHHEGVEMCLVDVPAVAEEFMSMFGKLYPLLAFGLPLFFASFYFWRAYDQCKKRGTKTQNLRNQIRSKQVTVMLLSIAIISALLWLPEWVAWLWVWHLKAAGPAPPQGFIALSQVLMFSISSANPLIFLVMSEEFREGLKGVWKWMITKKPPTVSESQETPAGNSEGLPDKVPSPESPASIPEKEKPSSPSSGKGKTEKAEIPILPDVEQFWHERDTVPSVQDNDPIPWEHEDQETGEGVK
Starred values were filed as active, the others as inactive.

smiles,TEAD-YAP inh,MITF inh,FBW7 activator,GPR151 ag
CCCc1cc2c(=O)c(-c3nc4ccccc4s3)c(C(F)(F)F)oc2cc1O,-17,7,0.0,-0.1
CCc1ccc(CN2CCC(C(=O)N3CCCC3)CC2)cc1,-1,58*,0.5,-0.7
COc1c(Br)c(CC(C)=O)c2cc(Br)ccc2c1OC,-1,3,-0.1,0.0
COC(=O)c1cc(C(=O)OC)cc(N2C(=O)CSC2c2ccccc2Br)c1 (configuration not stated),-8,2,-0.3,2.4
Cc1ccc(S(=O)(=O)N(CC(=O)N2CCCC2)c2ccc(C(C)C)cc2)cc1,17,9,0.5,-1.2
CCOC(=O)C1=C(C)NC2=C(C(=O)CC(c3ccccc3)C2)C1c1ccncc1 (configuration not stated),12,4,0.1,0.7
COC(=O)C1=C(C)N(CC(C)C)C(=O)/C1=C\c1ccccc1OC,-6,18,0.0,-2.3
O=C(OCC(=O)N1CCc2ccccc21)C1CC2C=CC1C2 (configuration not stated),-47,-2,-0.4,2.4
N#Cc1c(/N=C/N2CCCCCC2)sc2c1CCCC2,-58,9,0.1,-1.1
CCOc1ccc(-n2c(=S)sc3c(=O)n(-c4ccc(F)cc4)c(SCC(=O)Nc4nccs4)nc32)cc1,-13,2,0.0,-0.9
O=C(O)/C(=C\c1ccccc1)NC(=O)c1cccc2ccccc12,0,0,-0.1,0.4
CCCCNS(=O)(=O)c1ccc(Cl)c(Cl)c1,5,2,0.0,-0.8
CCCN(CCC)c1ccc(C2NC(=O)c3c(sc(C)c3C)N2)cc1 (configuration not stated),15,8,-0.1,-1.3
Fc1ccc(CO/N=C2\CCCc3nonc32)cc1,-25,-19,0.0,0.6
O=[N+]([O-])c1ccc(COc2ccc(/C=N/O)cc2Cl)cc1,-44,5,0.8,-1.3
O=C(NC(=S)NCc1ccccc1)c1ccccc1[N+](=O)[O-],4,-3,-0.3,-0.5
COC(=O)c1sccc1NC(=O)c1ccc(Br)s1,-11,-21,0.0,-1.5
C=CCn1c(=NC(=O)CC)sc2cccc(OCC)c21,4,-17,0.2,2.6
CCOC(=O)C1(Cc2cccc(F)c2)CCN(Cc2ccn[nH]2)CC1,8,15,0.3,0.7
CC(=O)c1c(C)nc(-c2ccc(OCc3ccccc3F)cc2)n1O,-13,-1,0.0,-0.4
CCCCc1n[nH]c(=S)n1-c1ccccc1,11,2,-0.1,-0.4
Cc1ccsc1/C=C1\N=C(c2ccc(Cl)c([N+](=O)[O-])c2)OC1=O,-4,-12,-0.1,0.4
O=C(O)/C=C/C(=O)Nc1ccccc1F,4,-15,-0.1,1.7
O=C(COc1ccc2oc3c(c2c1)CCCC3)Nc1ccc(Cl)cc1,3,4,0.4,0.5

Taken from the listing, 2 compounds:
smiles,TEAD-YAP inh,MITF inh,FBW7 activator,GPR151 ag
CCCN(CCC)c1ccc(C2NC(=O)c3c(sc(C)c3C)N2)cc1 (configuration not stated),15,8,-0.1,-1.3
Fc1ccc(CO/N=C2\CCCc3nonc32)cc1,-25,-19,0.0,0.6

Following part.
smiles,TEAD-YAP inh,MITF inh,FBW7 activator,GPR151 ag
CCn1cc(C(=O)NC2CCCCC2)c(=O)c2cc(S(=O)(=O)N3CCCC3)ccc21,2,18,0.0,0.2
COc1ccc(N2C(=O)/C(=C/c3ccc(Cl)cc3)C=C2c2ccccc2)cc1,-27,-7,-0.1,0.6
CN(Cc1ccccc1)C(=O)Cc1ccc(Br)cc1,5,-1,-0.1,0.2
Cc1cc(Br)ccc1NC(=O)CN(C)C(=O)OCc1ccccc1,3,1,0.2,-1.0
COC(=O)CCC(C)C1CCC2C3CCC4C[C@H](OC(=O)c5ccccc5)CCC4(C)C3C[C@H](O)C12C (some centres not stated),0,-15,0.1,-0.4
O=C(COCC(=O)N1CCN(Cc2ccc3c(c2)OCO3)CC1)N1CCN(Cc2ccc3c(c2)OCO3)CC1,27,-3,0.2,0.3
Cc1[nH]c2ccccc2c1-c1csc(NC(=O)CSCC(=O)O)n1,4,-6,0.1,1.0
CCn1c(SCc2cccc(Br)c2)nnc1-c1cnccn1,-5,4,-0.1,7.4*
Cc1ccc(OCCOCCOc2ccc(Br)cc2/C=N\n2cnnc2)cc1,-6,-12,-0.2,-0.2
O=C1C2C3C=CC(C4CC34)C2C(=O)N1c1cc(Cl)cc(Cl)c1 (configuration not stated),9,7,0.0,0.8
CCOC(=O)C1=C(N)OC2=C(C(=O)CCC2)C1c1ccccc1 (configuration not stated),-4,8,0.0,-0.3
CCCCN(C)c1nnc(NC(=O)Nc2ccc(C)c(C)c2)s1,1,7,0.2,0.9
COC(=O)c1nnn(-c2ccc(C)cc2C)c1C(=O)OC,3,-3,0.2,0.5
COc1ccc(S(=O)(=O)NCCc2cn3c(C)csc3n2)cc1C,-12,0,0.2,4.4
CCSc1nnc(CSc2ncccn2)n1-c1ccc(F)cc1,13,15,0.6,2.4
O=C(/C=C/c1ccccc1)Nc1ccc2c(c1)C(=O)NC2=O,-9,5,0.1,1.6
CCN(C(=O)c1ccc(OC)c(I)c1)c1ccccc1,4,-7,-0.2,-0.7
CCOc1ccc(NC(=O)CSc2nc3[nH]ncc3c(=O)n2-c2ccc(C)c(Cl)c2)cc1,16,13,0.0,-0.4
O=C(OC(C(=O)NC1CCCC1)c1ccccc1F)c1ccco1 (configuration not stated),4,-4,-0.1,-0.6
CN(C)C(N)=NCCC[C@H](N)C(=O)O,-13,-7,-0.1,0.7
COCCN1C(=O)C(O)=C(C(C)=O)C1c1ccc(Cl)cc1Cl (configuration not stated),2,-6,0.1,-1.2
O=c1cc(O)c2snc(Nc3cccc(C(F)(F)F)c3)c2[nH]1,-2,-9,-0.2,0.4
NS(=O)(=O)c1ccc(NC(=O)Cc2ccc(Cl)cc2)cc1,-6,10,1.0,-0.8
CCOc1ccccc1NC(=O)C(=O)NCCOC,-1,2,0.0,-1.6
C/C(=N\NC(=S)NCCc1ccccc1)c1ccccn1,88*,26,-0.9,0.9
COc1cc(NC(=O)C(C)Oc2ccc(Cl)cc2Cl)c(C(=O)O)cc1OC (configuration not stated),5,10,0.0,-0.7
COc1cc(/C=N/NC(=O)c2ccc(N3Cc4ccccc4C3)cc2)ccc1O,-13,-2,0.0,0.4
C#CC1(OCC(O)CN2CC(C)CC(C)C2)CCCCC1 (configuration not stated),4,-8,-0.1,-0.9
CCN(C(=O)Nc1ccccc1)c1ccccc1,1,14,0.4,0.0
Cc1ccc(Cl)cc1N1CCN(C(=O)c2ccc3c(c2)NC(=O)C(CSCc2cccc(F)c2)N3)CC1 (configuration not stated),4,2,-0.1,3.1
CC(C)C(=O)NC(=S)Nc1ccc(N2CCOCC2)cc1,-22,-8,-0.1,2.0
Cc1cc(NC(=O)CCCOc2ccc(Cl)cc2Cl)no1,-1,13,0.9,-0.2
CCNC(=O)O/N=C1\C(=O)N(c2ccccc2)c2ccccc21,-1,5,0.1,-0.3
CCCn1c(C(=O)OCC)cc2sccc21,6,0,0.1,1.2
Cc1cc(C)c(C2=NON3N(C(=O)c4ccc(C(=O)c5ccccc5)cc4)c4ccccc4N23)c(C)c1,-6,-15,0.6,-1.5
CCOC(=O)c1c(NC(=O)c2cc([N+](=O)[O-])ccc2Cl)sc(-c2ccccc2)c1C,8,-8,-0.1,-0.4

Results in FBW7 activator and GPR151 ag (seven entries from above):
Structure | FBW7 activator | GPR151 ag
C#CC1(OCC(O)CN2CC(C)CC(C)C2)CCCCC1 (configuration not stated) | -0.1 | -0.9
COc1cc(/C=N/NC(=O)c2ccc(N3Cc4ccccc4C3)cc2)ccc1O | 0.0 | 0.4
CCNC(=O)O/N=C1\C(=O)N(c2ccccc2)c2ccccc21 | 0.1 | -0.3
Cc1cc(C)c(C2=NON3N(C(=O)c4ccc(C(=O)c5ccccc5)cc4)c4ccccc4N23)c(C)c1 | 0.6 | -1.5
COc1cc(NC(=O)C(C)Oc2ccc(Cl)cc2Cl)c(C(=O)O)cc1OC (configuration not stated) | 0.0 | -0.7
Cc1ccc(Cl)cc1N1CCN(C(=O)c2ccc3c(c2)NC(=O)C(CSCc2cccc(F)c2)N3)CC1 (configuration not stated) | -0.1 | 3.1
C/C(=N\NC(=S)NCCc1ccccc1)c1ccccn1 | -0.9 | 0.9

Other results follow.
smiles,TEAD-YAP inh,MITF inh,FBW7 activator,GPR151 ag
Cc1c(C(=O)Nc2nc3ccccc3s2)sc2ncnc(N3CCc4ccccc4C3)c12,0,7,0.1,0.9
O=c1oc2ccc3ccccc3c2cc1-c1csc(NCc2ccc(F)cc2)n1,-4,6,0.2,0.6
Cc1c(C(=O)Nc2ccccc2)sc2ncn(CC(N)=O)c(=O)c12,-3,-8,-0.1,-0.4
COc1ccc(/C=C/C(=O)Nc2cccc([N+](=O)[O-])c2C)cc1,-13,-2,0.1,-0.4
COc1ccc2c(c1)C(C)CC(C)(C)N2C(=O)CNCc1ccco1 (configuration not stated),-5,57*,-0.1,0.4
COc1cc(/C=C2\SC(=S)NC2=O)ccc1OCC#N,-3,15,0.1,-1.6
O=C(O)/C(=C/c1ccco1)NC(=O)c1ccccc1,7,17,-1.4,0.3
COc1ccc(Cc2nc3c4cnn(Cc5ccccc5)c4ncn3n2)cc1,-2,6,0.0,-0.2
COc1ccc(C2/C(=C(/O)c3ccc(Br)cc3)C(=O)C(=O)N2CCO)cc1OC (configuration not stated),4,2,-0.1,-0.8
CC(NC(=O)c1cc(-c2ccc(F)cc2)on1)c1ccccc1 (configuration not stated),-11,-5,0.0,0.8
CSc1ccc(/C=N/NC(=O)CSc2ncccn2)cc1,-26,-9,0.0,1.5
COc1ccc(-c2nc(N)c3ncn(C4CCCCC4)c3n2)cc1,-5,23,0.2,-1.6

4 of the compounds above, with each value named:
> COC(=O)c1nnn(-c2ccc(C)cc2C)c1C(=O)OC
  TEAD-YAP inh: 3; MITF inh: -3; FBW7 activator: 0.2; GPR151 ag: 0.5

> COc1ccc(S(=O)(=O)NCCc2cn3c(C)csc3n2)cc1C
  TEAD-YAP inh: -12; MITF inh: 0; FBW7 activator: 0.2; GPR151 ag: 4.4

> CCSc1nnc(CSc2ncccn2)n1-c1ccc(F)cc1
  TEAD-YAP inh: 13; MITF inh: 15; FBW7 activator: 0.6; GPR151 ag: 2.4

> O=C(/C=C/c1ccccc1)Nc1ccc2c(c1)C(=O)NC2=O
  TEAD-YAP inh: -9; MITF inh: 5; FBW7 activator: 0.1; GPR151 ag: 1.6

Additional records follow.
smiles,TEAD-YAP inh,MITF inh,FBW7 activator,GPR151 ag
Cc1ccccc1-n1c(SCC(=O)Nc2ccc(C#N)cc2)nnc1-c1cccnc1,-3,10,0.1,-1.1
CCOc1ccccc1N1CCN(C(=O)c2ccccc2C)CC1,11,-7,0.0,-0.3
COc1ccc(NCN2C(=O)C3CCCCC3C2=O)cc1 (configuration not stated),8,12,0.3,1.7
O=C(Nc1ccccc1Cl)N1CCN(c2ccc3nncn3n2)CC1,-5,5,0.3,-0.8
NC(=O)CSc1ccc(C(N)=O)cc1[N+](=O)[O-],-6,64*,0.1,0.2
COc1ccccc1CC(=O)Nc1cnc2cnc(-c3ccco3)cn12,-12,-5,0.2,0.2
O=[N+]([O-])c1c(NCc2ccco2)ccc2nonc12,0,-4,-0.2,1.5
O=C(Nc1cccc(-c2ccc3nnc(-c4cccnc4)n3n2)c1)c1ccc2ccccc2c1,6,9,0.0,2.7
Cn1c(=O)oc2cc(S(=O)(=O)N3CCC(C(=O)NCCC4=CCCCC4)CC3)ccc21,-45,-13,-0.4,0.5
COC(=O)C1=C(C)N(c2ccc(F)cc2)C(=O)/C1=C\c1cccc(Cl)c1,-6,16,0.2,-1.6
O=C(Nc1ccc2ccccc2c1)c1cccc([N+](=O)[O-])c1,-35,1,0.1,2.5
Cc1cc(=O)oc2ccc(OC(=O)C(C)NC(=O)OCc3ccccc3)cc12 (configuration not stated),1,-6,0.0,1.7
CCSc1ccccc1C(=O)Nc1ccncc1,-5,19,0.4,5.0*
CC(C)(C)C#CC1(F)C2CCCCC21 (configuration not stated),9,0,-0.1,0.7
COc1ccccc1C(=O)NNC(=O)c1ccc([N+](=O)[O-])cc1,13,23,0.0,0.2
Cc1c(N(C)C(=O)C23CC4CC(CC(C4)C2)C3)c(=O)n(-c2ccccc2)n1C,4,-5,0.1,0.8
COc1ccc(NC(=O)c2sc3ncnc(N4CCN(c5ccccn5)CC4)c3c2C)cc1Cl,-7,10,-0.1,0.4
CCCCCOC(=O)C1=C(C)NC2=C(C(=O)CCC2)C1c1ccccc1OCC (configuration not stated),-1,-8,0.0,1.4
Cc1onc(C(=O)NC2CCCCC2)c1[N+](=O)[O-],-19,-3,-0.1,-2.6
COc1ccc(C2C(C(C)=O)=C(C)N=c3s/c(=C\c4ccc5c(c4)OCO5)c(=O)n32)c(OC)c1 (configuration not stated),4,-18,-0.2,-0.4
N#CCCN(CC(=O)c1ccc(Br)cc1)Cc1ccco1,-5,63*,-0.1,-0.5
Cc1nc(Cl)c(C(=O)O)c(C)c1[N+](=O)[O-],2,-8,0.2,0.8
COC(C(=O)Nc1ccc(C(N)=O)cc1)c1ccccc1 (configuration not stated),-1,-14,0.0,-0.2
COC(=O)CNC1CC(=O)N(c2ccc(F)cc2)C1=O (configuration not stated),-4,-14,-0.3,1.6
CC(C)CCNC(=O)C1(S(=O)(=O)c2ccc(Cl)cc2)CC1,2,5,-0.1,1.4
COC(=O)c1cn(NC(=O)c2ccccc2F)c(=O)c2ccccc12,-2,18,1.2,-0.9
